Source: PubChem BioAssay (several laboratories)
CIT2 TOR yeast: modulators of CIT2-GFP expression in yeast, primary screen, S. cerevisiae, GFP fusion, multiplex flow cytometry, MLPCN library; S. cerevisiae CIT2-GFP strain, 3 h; 100 means same as DMSO wells; GFP response vs DMSO, % at 10 µM; 320,000 compounds, 0.065% hits; AID 2029, 2009;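 active = GFP response relative to DMSO above a set limit, near the screen mean plus 3 SD, cut at about 150% in these data; inconclusive = Fewer than 70 cells measured for a yeast strain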;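 note: ratio of well median GFP fluorescence to mean of DMSO wells on the plate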
RPL19A TOR yeast: RPL19A-GFP expression modulators in yeast, primary screen, cell-based, S. cerevisiae, multiplex flow cytometry, MLPCN | AID 2025, 2009 | percent response vs DMSO, % at 10 µM | S. cerevisiae RPL19A-GFP strain, 3 h; active compounds read low | 330,000 compounds, 0.3% hits;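 active = percent response vs DMSO below 50%; inconclusive = fewer than 70 events counted for the yeast strain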;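 note: median channel GFP fluorescence of the barcoded RPL19A-GFP strain; ratio of sample median GFP to plate DMSO average so 100% = DMSO; lower means less RPL19A-GFP as with rapamycin TOR inhibition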
AGP1-GFP MLPCN: modulators of AGP1-GFP expression in yeast TOR pathway, primary screen, cell-based, multiplex flow cytometry, S. cerevisiae, MLPCN library. GFP response vs DMSO, % at 10 µM. 320,000 compounds, 0.02% hits. 3 h; GFP as percent of DMSO wells;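 active = GFP response relative to DMSO above a set limit, near screen average plus 3 SD, cut at about 150% in these data; inconclusive = fewer than 70 cells counted for the yeast strain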;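 note: median GFP channel fluorescence of the gated AGP1 strain per well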
VLA-4 inh: inhibition in human VLA-4 binding assay, primary screen, VLA-4 allosteric modulator project, MLPCN library, flow cytometry, VLA-4 expressing cells. Integrin alpha-4 (Homo sapiens), P13612. ligand binding flow cytometry. inhibition, % (about 7 µM as worked out from the volumes in the protocol). 330,000 compounds, 0.2% hits; in the data active = inhibition above about 50%
MEP2 TOR yeast: modulators of MEP2-GFP levels in yeast, primary screen, S. cerevisiae, multiplex flow cytometry, MLPCN library; S. cerevisiae MEP2-GFP strain, 3 h; 100% = DMSO control level; GFP response vs DMSO, % at 10 µM; 330,000 compounds, 0.51% hits;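 active = GFP response versus DMSO above a set limit, roughly screen mean plus 3 SD, cut at about 180% in these data; inconclusive = fewer than 70 cells counted for a yeast strain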;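 note: median GFP fluorescence of the barcode-gated MEP2-GFP cells per well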
GRK2 aptamer HTS: compounds blocking aptamer binding on GRK2 – biochemical, human GRK2, bead flow cytometry, HTS, primary screen; Beta-adrenergic receptor kinase 1 (Homo sapiens), P25098; FAM-aptamer displacement from GRK2; inhibition of aptamer binding, % at 10 µM; 330,000 compounds, 0.59% hits;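 active = inhibition of aptamer binding above 40%, roughly 3 SD of noise, on plates passing a quality check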;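 note: median bead fluorescence of bound FAM aptamer so fluorescent compounds give negative values; no value below 0 was filed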
Target sequence (P25098 whole entry, looked up): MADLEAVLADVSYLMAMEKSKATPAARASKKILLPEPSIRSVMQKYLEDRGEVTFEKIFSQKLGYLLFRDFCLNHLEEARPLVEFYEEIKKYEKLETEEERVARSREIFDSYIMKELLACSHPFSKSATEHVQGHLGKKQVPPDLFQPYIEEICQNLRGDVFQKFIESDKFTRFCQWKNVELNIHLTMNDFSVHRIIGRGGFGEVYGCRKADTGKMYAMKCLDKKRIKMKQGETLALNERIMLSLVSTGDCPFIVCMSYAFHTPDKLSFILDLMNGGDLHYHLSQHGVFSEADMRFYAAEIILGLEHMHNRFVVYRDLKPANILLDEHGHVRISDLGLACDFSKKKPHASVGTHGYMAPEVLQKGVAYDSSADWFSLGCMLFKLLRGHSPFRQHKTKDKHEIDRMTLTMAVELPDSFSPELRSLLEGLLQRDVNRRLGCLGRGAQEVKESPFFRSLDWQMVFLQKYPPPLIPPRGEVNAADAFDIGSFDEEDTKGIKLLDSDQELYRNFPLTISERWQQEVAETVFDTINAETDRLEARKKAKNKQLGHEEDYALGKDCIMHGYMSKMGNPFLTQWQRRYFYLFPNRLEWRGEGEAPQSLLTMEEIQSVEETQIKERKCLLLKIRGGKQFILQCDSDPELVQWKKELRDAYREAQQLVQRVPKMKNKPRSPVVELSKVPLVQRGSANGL
LAP4 TOR yeast: modulators of LAP4-GFP expression in yeast, primary screen, S. cerevisiae, multiplex flow cytometry, MLPCN library; 3 h; median GFP as percent of DMSO wells; GFP response vs DMSO, % at 10 µM; 320,000 compounds, 0.34% hits;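 active = GFP response vs DMSO above a set limit, about the screen mean plus 3 SD, cut at about 150% in these data; inconclusive = under 70 cell events counted for the yeast strain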
JMJD2C inh: inhibitors of GASC-1 histone demethylase, primary screen, biochemical, fluorescence, DELFIA europium | 330,000 compounds, 0.069% hits | AID 2099, 2009 | GST-JMJD2C(1-420) H3K9me3 demethylation | Lysine-specific demethylase 4C (Homo sapiens), Q9H3R0 | inhibition, % at 2.35 µM;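 active = more than half of a compound's replicate wells show inhibition beyond 50%, single wells judged on their own value; inconclusive = some, but no more than half, of replicates pass 50% inhibition; inactive = no replicate passes 50% inhibition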;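 note: signal counts dimethyl H3K9 product captured on neutravidin plate; 0% = median of DMSO wells and 100% = 0.3 times that DMSO median; strong numbers were not always called active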
Target sequence (Q9H3R0 1-420 limits assumed): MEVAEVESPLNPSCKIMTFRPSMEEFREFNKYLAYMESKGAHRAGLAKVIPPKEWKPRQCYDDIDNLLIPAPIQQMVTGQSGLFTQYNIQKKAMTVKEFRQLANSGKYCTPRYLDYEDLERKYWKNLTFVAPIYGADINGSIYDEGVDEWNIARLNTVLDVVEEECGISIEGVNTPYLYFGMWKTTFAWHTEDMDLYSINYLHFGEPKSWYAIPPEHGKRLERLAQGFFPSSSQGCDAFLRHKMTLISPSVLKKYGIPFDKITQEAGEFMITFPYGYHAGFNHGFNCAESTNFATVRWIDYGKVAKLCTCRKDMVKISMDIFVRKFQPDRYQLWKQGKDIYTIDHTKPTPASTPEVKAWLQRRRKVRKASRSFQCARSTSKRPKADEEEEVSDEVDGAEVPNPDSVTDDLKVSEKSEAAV
Active calls of the source: *; ? = inconclusive; / = not tested or not shown; & = joins results of further samples; [ ] = dose if it differs, or a comment.

Values run as follows: LAP4 TOR yeast | MEP2 TOR yeast | AGP1-GFP MLPCN | VLA-4 inh | GRK2 aptamer HTS | RPL19A TOR yeast | JMJD2C inh | CIT2 TOR yeast
O=C(CN1C(=O)C2CC=CCC2C1=O)Nc1nnc(SCc2ccc(Cl)cc2)s1 (stereo unspecified)
 : 103[may fluoresce violet] | ? | / | 4 | 0 | 15*[may fluoresce violet] | 1 | ?
Nc1cc(N)nc(SCC(=O)NNC(=O)c2ccc(Cl)cc2)n1
 : 106 | 121 | 106 | 28 | 4 | 101 | -20 | 107
CC(C)(C)n1nc(C2CC2)cc1NC(=O)Nc1ccc(Cl)cc1
 : 95 | 113 | 98 | -18 | 0 | 105 | -29 | 103
N#CN(CC(N)=O)c1nc(N2CCCCC2)nc(N2CCCCC2)n1
 : 110 | 116 | 110 | 14 | 0 | 108 | -6 | 123
NC(=O)c1ccc(-n2nnnc2SCC(=O)Nc2ccccc2-c2ccccc2)cc1
 : 88 | 91 | 89 | 0 | 0 | 93 | 5 | 82
CC(=O)c1ccccc1C(=O)N(C)C1CCCN(Cc2ccccc2F)C1 (stereo unspecified)
 : 103 | 109 | 103 | -1 | 15 | 109 | -15 | 100
COc1ccc(NC(=O)CSc2ncn(-c3ccccc3)n2)cc1Cl
 : 108 | 95 | 92 | -7 | 0 | 96 | -35 | 93
Cc1nc([N+](=O)[O-])c(C(=O)OCc2ccccc2Br)n1C
 : 107 | 101 | 95 | -4 | 0 | 90 | 7 | 88
CCN(CC)S(=O)(=O)c1ccc(NS(=O)(=O)c2ccc(C)c(C)c2)cc1
 : 94 | 96 | 98 | 28 | 3 | 96 | 4 | 95
CN(C(=O)c1ccccn1)C1(C(=O)NC2CCCCC2)CCCCC1
 : / | 98 | 96 | 2 | 0 | 94 | 2 | 88
CN1CCN(c2ccc(CNS(=O)(=O)Cc3cccc(C(F)(F)F)c3)cc2)CC1
 : 106 | 97 | 105 | 6 | 0 | 97 | -15 | 101
CCOC(=O)C1CCCN(C(=O)C2CCN(S(=O)(=O)c3c(C)noc3/C=C/c3ccccc3F)CC2)C1 (stereo unspecified)
 : 97 | 101 | 104 | 8 | 0 | 99 | ? | 112
O=C(Cn1c2[n+](c3ccc(C(F)(F)F)cc31)CCCCC2)c1ccc2c(c1)OCCO2
 : 85 | 100 | 93 | -3 | 0 | 98 | 3 | 99
Nc1cccc(N2C(=O)c3cccc4c(N)ccc(c34)C2=O)c1
 : 99 | 110 | 106 | -256 | 1 | 104 | 3 | 107
CN1C(=O)C(=O)N(CC(=O)Nc2ccccc2OC(F)F)C1=O
 : 95 | 92 | 90 | 8 | 1 | 93 | -3 | 80
COCCN(C(=O)COC(=O)CSc1ccc2ccccc2c1)c1c(N)n(Cc2ccccc2)c(=O)[nH]c1=O
 : 103 | 97 | 101 | -8 | 3 | 97 | 28 | 95
O=C1N=c2ccccc2=C1c1[nH]c(=S)[nH]c1O
 : 92 | 100 | 93 | -9 | 0 | 94 | 5 | 87
Cc1ccc(OCC(=O)NCCN2CCOCC2)cc1C
 : 95 | 101 | 101 | 12 | 3 | 94 | 3 | 99
O=C(CN1CCCC1)Nc1cc(C(F)(F)F)cc(C(F)(F)F)c1
 : 151* | 125 | 131 | 3 | 0 | 90 | 21 | 98
Cc1cc(NC(=O)CSc2ccc(-c3ccc(Br)cc3)nn2)no1
 : 87 | 99 | 88 | 6 | 0 | 102 | 17 | 92
Cc1cc(C(=O)Nc2cc(C)n(Cc3ccc(Cl)cc3)n2)no1
 : 107 | 103 | 89 | 3 | 0 | / | 3 | 86
CN(Cc1ccc(C(C)(C)C)cc1)C(=O)C1CCN(C(=O)Nc2ccccc2)CC1
 : 106 | 107 | 101 | -2 | 4 | 96 | 7 | 97
COc1ccccc1N1CCN(C(=O)C2CCCN(S(=O)(=O)c3ccc4c(c3)oc(=O)n4C)C2)CC1 (stereo unspecified)
 : 109 | 117 | 102 | -4 | 0 | 99 | 3 | 99
CCN(c1ccccc1)S(=O)(=O)c1ccc(Cl)c(NC(=O)CSc2nncs2)c1
 : 92 | 88 | 93 | 0 | 1 | 103 | ? | 95
COc1ccc(C(=O)Nc2ccccc2C(=O)N2CCOCC2)cc1Br
 : 90 | 89 | 92 | 1 | 2 | 94 | -4 | 86
CCOc1cc(/C=N/NC(=O)CNc2ccc(C)cc2)ccc1OC(=O)c1ccccc1
 : 97 | 107 | 106 | -13 | 0 | 100 | -1 | 113
Cc1cccn2c(=O)c(C=Nc3ccccc3)c(NCc3ccco3)nc12
 : 113 | 105 | 97 | -9 | 0 | 98 | -4 | 95
CCOCCCNc1c2c(nc3cc(-c4ccc(F)cc4)nn13)CCC2
 : 112 | 103 | 95 | 3 | 1 | 94 | 3 | 79
CCOC(=O)c1ncccc1NC(=O)CC(=O)Nc1cccnc1C(=O)OCC
 : 110 | 98 | 101 | -13 | 0 | 99 | -17 | 105
CC(C)C(=O)Nc1ncc2c(n1)CC(c1cccs1)CC2=O (stereo unspecified)
 : 107 | 108 | 104 | 15 | 0 | 102 | -1 | 105
Cc1cc(NC(=O)c2cccc(S(=O)(=O)N3CCCC3)c2)no1
 : 102 | 100 | 102 | -15 | 1 | 103 | -2 | 115
COc1ccc([C@@H]2CC=C(C(=O)O)[C@H](c3ccc(Cl)cc3)N2S(=O)(=O)c2ccc(Cl)cc2)cc1
 : 118 | 86 | 86 | 0 | 49* | 100 | 7 | 71
C/C(CC(=O)NC1CCCCC1)=N\NC(=O)c1ccccn1
 : 104 | 105 | 98 | -3 | 0 | 102 | 1 | 101
Cc1cnc(C(=O)OCC(=O)Nc2cccc3ccccc23)cn1
 : 96 | 101 | 101 | 6 | 0 | 96 | -6 | 97
Cc1noc(N)c1C(=O)Nc1ccc(F)c(Cl)c1
 : 101 | 105 | 100 | 15 | 0 | 103 | -1 | 85
N=c1sccn1CC(=O)Nc1ccc(SC(F)F)cc1
 : 92 | 102 | 103 | -3 | 0 | 99 | 8 | 106
COc1ccc(-c2[nH]ncc2CN2CCCC2c2nonc2C)c(F)c1 (stereo unspecified)
 : 98 | 94 | 88 | 5 | 3 | 93 | 39 | 94
O=C(c1cc([N+](=O)[O-])ccc1Cl)N1CCN(c2ccccc2)CC1
 : 89 | 101 | 103 | -2 | 4 | 104 | 10 | 100
CCOC(=O)/C=C1\SCC(=O)N1CC(=O)Nc1ccc(OC)c(OC)c1
 : 95 | 91 | 92 | -4 | 7 | 102 | 0 | 96
O=C(CSc1nccn1Cc1ccc(F)cc1)Nc1ccc(F)cc1F
 : 103 | 101 | 97 | 8 | 2 | 101 | -26 | 97
O=C1CNC(=S)N1C(CO)c1ccccc1 (stereo unspecified)
 : 105 | 100 | 108 | -12 | 0 | 102 | -9 | 107
CC1CC1C(=O)OCC(=O)N(C)c1c(N)n(Cc2ccccc2)c(=O)[nH]c1=O (stereo unspecified)
 : 99 | 94 | 93 | 27 | 2 | 89 | 6 | 84
CCn1c(SCC#N)nc2ccccc2c1=O
 : 105 | 99 | 105 | -5 | 5 | 96 | -21 | 96
CC(=O)c1c(C)[nH]c(C(=O)COC(=O)c2ccc3c(=O)n4c(nc3c2)CCC4)c1C
 : 93 | 106 | 99 | 6 | 0 | 101 | -4 | 103
COc1ccc(OC)c(NC(=O)CSc2nc3ccccc3cc2Cc2ccccc2)c1
 : 95 | 105 | 106 | 11 | 1 | 96 | 8 | 102
C/C(=N\NC(=O)CNC(=O)C(c1ccccc1)c1ccccc1)c1ccc(C)cc1
 : 105 | 102 | 107 | -2 | 4 | 102 | 0 | 94
c1ccc(-c2nc(C3CCCCC3)no2)cc1
 : 100 | 100 | 106 | 14 | 1 | 100 | 3 | 107
Cn1c(=O)c2c(ncn2CC(=O)OCC(=O)Nc2cc(Cl)ccc2Cl)n(C)c1=O
 : 93 | 98 | 99 | 21 | 0 | 102 | 2 | 99
CC1(C)CC2CC(C)(CN2C(=O)c2cc(-c3ccccc3O)on2)C1 (stereo unspecified)
 : 93 | 96 | 97 | 38 | 0 | 95 | 17 | 93
NC(=O)c1cc2cc([N+](=O)[O-])ccc2oc1=O
 : 106 | 108 | 101 | 4 | 0 | 102 | ? | 96
O=C(NC1CCCCC1)C1CC(=O)N(CCc2ccccc2)C1 (stereo unspecified)
 : 112 | 111 | 106 | 24 | 0 | 98 | -5 | 130
CCC(C)NC(=O)CN(C1CCCCC1)S(=O)(=O)c1ccc(F)cc1 (stereo unspecified)
 : 101 | 99 | 107 | 8 | 0 | 92 | 15 | 90
CCOC(=O)N1CCN(C(=O)C2CCCN(S(=O)(=O)c3ccc(F)cc3)C2)CC1 (stereo unspecified)
 : 100 | 98 | 109 | 19 | 1 | 103 | 8 | 108
Cc1ccc(S(=O)(=O)c2nc(-c3ccco3)oc2SCC(N)=O)cc1
 : 97 | 100 | 98 | 9 | 0 | 95 | -2 | 104
CC(C)(C)OC(=O)N1CCN(C(=O)c2[nH]cnc2C(=O)NCC(=O)OCc2ccccc2)CC1
 : 131 | 97 | 82 | 15 | 4 | 94 | 6 | 70
CCCN(CC(=O)Nc1ccc(F)c(F)c1F)C(=O)Cc1ccc(S(=O)(=O)N2CCOCC2)s1
 : 100 | 100 | 99 | -5 | 1 | 92 | -9 | 87
N#CC1=C(O)CCCn2c1nc1ccccc1c2=O
 : 95 | 95 | 99 | 0 | 0 | 92 | -3 | 100
Cc1cc2c(cc1C)CN(c1ccccc1)C2
 : 122 | 97 | 106 | -1 | 0 | 97 | 3 | 92
CCOc1ccc(-n2c(SCC(=O)Nc3cc(C)on3)nc3c([nH]c4ccccc43)c2=O)cc1
 : 102 | 107 | 104 | 3 | 0 | 103 | 5&7 | 103
COCCN1Cc2cccc(C(=O)Nc3c(C)cccc3C)c2C1=O
 : 99 | 104 | 104 | 4 | 0 | 99 | 1 | 102

Continued:
Values run as follows: LAP4 TOR yeast | MEP2 TOR yeast | AGP1-GFP MLPCN | VLA-4 inh | GRK2 aptamer HTS | RPL19A TOR yeast | JMJD2C inh | CIT2 TOR yeast
O=C(c1ccccc1)c1ccc2c(c1)OCCOCCOCCO2
 : 103 | 95 | 111 | 23 | 0 | 89 | 1 | 101
Nc1nonc1C(=O)N/N=C/c1ccc(-c2cccc([N+](=O)[O-])c2)o1
 : 96 | 102 | 95 | 6 | 0 | 99 | 3 | 94
N#Cc1nc(COc2cccc(Cl)c2)oc1N1CCN(c2ccccc2)CC1
 : 98 | 129 | 32 | 0 | 0 | 76 | -6 | 121
COc1ccc(C2CC(c3ccc(Br)cc3)=NN2C(=O)c2cccnc2)cc1 (stereo unspecified)
 : 102 | 111 | 108 | -5 | 0 | 107 | 3 | 106
CC(C)Cn1c(SCC(=O)Nc2cccc(S(N)(=O)=O)c2)nc2ccccc2c1=O
 : 103 | 97 | 104 | -1 | 1 | 101 | ? | 94
Cc1noc(C)c1C(=O)OCC(=O)NCc1ccc(Cl)cc1
 : 94 | 97 | 94 | 7 | 1 | 95 | / | 97
